PRMT1 inh – blocks human protein arginine methyltransferase 1 | Q99873 | recombinant PRMT1, activity-based probe fluorescence polarization | inhibition, % at 2.79 µM | actives 1.3% (n = 370,000);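 active means inhibition above about 21% made by adding two undisclosed values, limit read from the data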
Target sequence (Q99873 whole entry, looked up): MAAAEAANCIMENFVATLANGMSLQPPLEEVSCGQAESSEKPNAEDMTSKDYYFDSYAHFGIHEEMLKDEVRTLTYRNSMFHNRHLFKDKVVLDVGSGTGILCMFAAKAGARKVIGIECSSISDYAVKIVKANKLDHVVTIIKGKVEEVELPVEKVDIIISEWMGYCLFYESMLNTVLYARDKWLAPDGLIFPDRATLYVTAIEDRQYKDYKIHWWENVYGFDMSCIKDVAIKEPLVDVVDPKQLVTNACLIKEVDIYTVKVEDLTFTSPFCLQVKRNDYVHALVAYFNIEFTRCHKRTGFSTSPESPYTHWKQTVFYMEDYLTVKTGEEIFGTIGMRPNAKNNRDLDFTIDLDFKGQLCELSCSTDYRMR
UHRF1 binding – blocks human UHRF1 binding to methylated DNA | UHRF1 binding to methylated oligo, TR-FRET | AID 687016 | inhibition, % at 4.4 µM | actives 0.75% (n = 370,000); in the data active means inhibition above about 21%;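 further: UHRF1 SRA domain binding a hemimethylated CpG hairpin DNA probe; 0% = median of test compound wells and 100% = reference inhibitor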
HTRA1 inhibitor – blocks human HTRA1 serine peptidase | Q92743 | recombinant HTRA1, FP-rhodamine activity-based probe, fluorescence polarization | inhibition, % at 5.96 µM | actives 0.5% (n = 340,000) | AID 504803; in the data active means inhibition above about 36%;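 further: 0% = enzyme with DMSO and 100% = wells lacking enzyme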
ABHD4 inh – ABHD4 (mouse) inhibition, primary FP screen. actives 0.54% (n = 370,000). purified mABHD4, FP-Rh probe fluorescence polarization. inhibition, % at 8.92 µM;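 active means inhibition exceeding the mean over every tested compound plus 3 SD, cut at about 30% in these data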;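 further: 0% = plate median of compound wells and 100% = S159A mutant with DMSO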
Target sequence (Q8VD66 whole entry, looked up): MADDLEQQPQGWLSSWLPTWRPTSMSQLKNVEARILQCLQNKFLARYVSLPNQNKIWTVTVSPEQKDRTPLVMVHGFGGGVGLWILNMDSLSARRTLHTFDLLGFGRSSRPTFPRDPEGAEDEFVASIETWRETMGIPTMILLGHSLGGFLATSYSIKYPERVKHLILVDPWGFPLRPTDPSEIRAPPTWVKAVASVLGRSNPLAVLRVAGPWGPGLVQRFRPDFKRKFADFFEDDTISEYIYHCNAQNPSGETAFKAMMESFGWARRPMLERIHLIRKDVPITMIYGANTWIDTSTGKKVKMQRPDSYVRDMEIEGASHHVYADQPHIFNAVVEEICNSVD
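Test system: mouse ABHD4 enzyme, wild type. Reagent: FP-Rh fluorescent activity-based probe, added after compound pre-incubation. Timing: pre-incubation 45 min, probe exposure 60 min, at 25 °C. Technique: FP readout, ex 525 nm / em 598 nm. Benchmarks: high control S159A mutant with DMSO, low control median of compound wells.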
LEDGF integ inh – blocks HIV-1 LEDGF/p75-dependent DNA integration; AID 743269; TR-FRET IN-LEDGF/p75 DNA integration, Eu/Cy5; inhibition, % at 3.7 µM; actives 0.64% (n = 370,000);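 active means inhibition above the screen-wide mean plus 3 SD, cut at about 13% in these data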;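 further: signal is the Cy5 over europium emission ratio at 671 and 618 nm; 0% = plate median of compound wells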
TCR-CD3 inh – inhibitors of human TCR-CD3 interaction | TAMRA-labeled TCR probe fluorescence, biochemical | inhibition, % at 9.4 µM | actives 0.37% (n = 360,000) | AID 651800; in the data active means inhibition above about 19%;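 further: recombinant mutant TCR 2C K166C tagged with TAMRA read by polarization; 0% = receptor in buffer alone and 100% = receptor with positive control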
Tn7 DDE FP – DD(E)-Tn7 binding inhibition, primary FP screen; FP displacement of FITC-Tn7 peptide from fibrin DD(E); 0% = median of compound wells per plate; inhibition, % at 8.3 µM; actives 0.13% (n = 370,000);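 active means inhibition above the mean of compounds falling within the control limits plus 3 SD of them, cut at about 14% in these data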;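 further: 0% = plate median of compound wells and 100% = 10 µM Aha-Tn7 peptide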
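Assay system: Fibrin-DD(E) protein isolated from polymerized human fibrin clots; read-out basis: percent inhibition; medium: Tris/NaCl/CaCl2 buffer, pH 7.8; signal: FP measurement; incubation: 10 min plus 3 h, room temperature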
PG9 binder – PG9 antibody binding by small molecule; TR-FRET gp120-PG9 antibody binding; inhibition, % at 6.7 µM; actives 0.43% (n = 360,000); AID 624416; in the data active means inhibition above about 8.5%
SIAE inh – inhibitors of human sialic acid acetylesterase SIAE; actives 0.69% (n = 370,000); SIAE FP-Rh probe binding, fluorescence polarization; Q9HAT2; inhibition, % at 9.66 µM; AID 1053197;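 active means inhibition above a cutoff: mean of compounds within the control limits plus 3 SD of those, cut at about 17% in these data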;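 further: 0% = plate median of compound wells and 100% = probe without SIAE protein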
TDP2 absorb – TDP2 (human) inhibition, absorbance primary screen | O95551 | recombinant TDP2, T5PNP hydrolysis, p-nitrophenol absorbance 415 nm | inhibition, % at 12.8 µM | actives 0.34% (n = 370,000) | AID 720702;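 active means inhibition above the mean of all tested compounds plus 3 SD, set per campaign, cut at about 25% in these data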;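 further: 0% = DMSO with enzyme and 100% = buffer with substrate but no TDP2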
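Assay system: recombinant human TDP2 / Reagent: T5PNP substrate at 5 mM, a TopII-DNA adduct mimic / Measured by: epi absorbance from released p-nitrophenol / Evaluation: % inhibition relative to enzyme-containing and enzyme-free wells / Control set: enzyme-free and DMSO wells / Replicates: each compound tested once, singlicate / Schedule: enzyme reaction with compound for 2 h at 37 °C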
Numbers without * were called inactive; . = no result given; & = joins results of further samples.

1. COc1ccccc1NC(=O)c1ccc(N2CC3CC(C2)c2cccc(=O)n2C3)c(NC(=O)c2ccncc2)c1 (configuration not stated)
2. O=C(CSCc1cccc(Br)c1)N=Nc1c(O)[nH]c2ccccc12
3. Cc1cc(C)c(S(=O)(=O)Nc2ccc3c(c2)CCC3)c(C)c1
4. COc1ccc(S(=O)(=O)Nc2ccc3cn[nH]c3c2)cc1[N+](=O)[O-]
5. O=C(CCNC(=O)c1ccco1)Nc1nc(-c2ccccc2)cs1
6. C[C@@H]1CCCCO[C@H](CN(C)S(=O)(=O)c2cccs2)[C@H](C)CN([C@@H](C)CO)C(=O)c2cc(NC(=O)NC3CCCCC3)ccc2O1

screen / no.	1	2	3	4	5	6
PRMT1 inh	4	1	-2	2	-1	-1
UHRF1 binding	3	0	0	-1	-1	1
HTRA1 inhibitor	-4	-14	-48	18	.	-16
ABHD4 inh	-1	-1	-2	4	0	-2
LEDGF integ inh	-3	-1	3	-4	-3	1
TCR-CD3 inh	-8	4	3	0	-12	-1
Tn7 DDE FP	6	4	-6	-4	-4	-5
PG9 binder	-0.7	-1.5	-1.8	-0.7	1.4	-1.8
SIAE inh	2	-1	-3	10	-2	-2
TDP2 absorb	-4	1	-11	7	1	-10

Two entries from above, with the structure last:
cpd	PRMT1 inh	UHRF1 binding	HTRA1 inhibitor	ABHD4 inh	LEDGF integ inh	TCR-CD3 inh	Tn7 DDE FP	PG9 binder	SIAE inh	TDP2 absorb	SMILES
5	-1	-1	.	0	-3	-12	-4	1.4	-2	1	O=C(CCNC(=O)c1ccco1)Nc1nc(-c2ccccc2)cs1
2	1	0	-14	-1	-1	4	4	-1.5	-1	1	O=C(CSCc1cccc(Br)c1)N=Nc1c(O)[nH]c2ccccc12

New compounds follow
7. O=[N+]([O-])c1cc([N+](=O)[O-])c(Oc2cccc3c2CCCC3)cc1NN1CCCCC1
8. COc1ccc(Nc2nc3ccccc3c(=O)[nH]2)cc1
9. O=C(Cc1cccs1)N(CC1CCCO1)C1(C(=O)NC2CCCCC2)CCCCC1 (configuration not stated)
10. Cc1ccc2oc(C(=O)NCCCN3CCOCC3)c(C)c2c1
11. CCC(C)(C)C1CCc2[nH]nc(C(=O)N/N=C(\C)c3ccco3)c2C1 (configuration not stated)
12. O=C(N/C(=C\c1ccccc1)C(=O)N1CCOCC1)c1ccc(Br)o1

screen / no.	7	8	9	10	11	12
PRMT1 inh	1	-4	1	-2	-3	-1
UHRF1 binding	-1	2	12	2	-2	-1
HTRA1 inhibitor	-1	0	3	2	13	-3
ABHD4 inh	6	0	3	0	-1	-3
LEDGF integ inh	-2	1	0	-1	3	1
TCR-CD3 inh	-2	9	1	2	-1	5
Tn7 DDE FP	1	1	4	3	-9	-4
PG9 binder	-0.1	-1.0	0.0	-1.1	-0.1	0.3
SIAE inh	3	5	5	-3	-1	0
TDP2 absorb	3	-1	18	6	-5	0

13. CCOC(=O)CSc1nnc2cc(C)c3ccccc3n12
14. COc1ccc(OCC(=O)Nc2cc(NC(=O)COc3ccc(OC)cc3)cc(C(=O)O)c2)cc1
15. O=C1CCCC2=C1C(c1ccc(O)c(O)c1)Nc1ccc3ccccc3c12 (configuration not stated)
16. COc1ccccc1NS(=O)(=O)c1cccc(NC(=O)Nc2cccc(Cl)c2)c1
17. COc1cccc(C2C(C#N)=C(N)OC(C(C)(C)C)=C2C#N)c1 (configuration not stated)
18. Cc1cc(S(=O)(=O)NCCc2ccccc2)ccc1-n1cnnn1

screen / no.	13	14	15	16	17	18
PRMT1 inh	0	9	17	1	2	-6
UHRF1 binding	-3	2	-3	-1	0	4
HTRA1 inhibitor	6	-5	64*	-168	-4	-2
ABHD4 inh	2	-11	32*	-164	0	-17
LEDGF integ inh	2	-4	1	-1	-6	7
TCR-CD3 inh	-4	-5	4	36*	8	-1
Tn7 DDE FP	-1	4	-9	5	-5	4
PG9 binder	-2.1	0.3	-0.6	1.6	-1.9	0.4
SIAE inh	12	-7	9	-236	2	-3
TDP2 absorb	10	-5	-10	-9	2	-16

With a hit mark in HTRA1 inhibitor, among the entries above:
15. O=C1CCCC2=C1C(c1ccc(O)c(O)c1)Nc1ccc3ccccc3c12 (configuration not stated)

screen / no.	15
PRMT1 inh	17
UHRF1 binding	-3
HTRA1 inhibitor	64*
ABHD4 inh	32*
LEDGF integ inh	1
TCR-CD3 inh	4
Tn7 DDE FP	-9
PG9 binder	-0.6
SIAE inh	9
TDP2 absorb	-10

Further entries:
19. O=C(NNc1nc2ccc(Cl)cc2s1)c1cc(-c2cccs2)nc2ccccc12
20. C=CCc1ccc(OCC(O)CN2CCN(Cc3ccc(Cl)cc3)CC2)c(OC)c1 (configuration not stated)
21. COc1ccc(-c2cc(=O)oc3cc(OCC(=O)N(C)C)ccc23)cc1
22. CCN(CC)CCNC(=O)c1ccc(NC(=O)c2cc(S(=O)(=O)N3CCCCC3)ccc2C)cc1
23. COC(=O)c1cc(C)sc1NC(=O)CSc1ncccn1
24. O=C(CSc1nnc(CNc2cccc(C(F)(F)F)c2)n1Cc1ccco1)NCc1ccco1

screen / no.	19	20	21	22	23	24
PRMT1 inh	-4	2	-5	2	22*	-2
UHRF1 binding	-3	0	-1	-2	3	-1
HTRA1 inhibitor	42*	-7	7	0	-3	-5
ABHD4 inh	-6	0	-4	3	-12	-9
LEDGF integ inh	6	-1	4	-3	-2	3
TCR-CD3 inh	-4	0	2	-3	2	-1
Tn7 DDE FP	-5	4	-5	3	-5	1
PG9 binder	-0.1	0.0	1.0	0.2	2.9	0.7
SIAE inh	-2	-1	12	5	4	10
TDP2 absorb	-1	0	7	8	-5	11

25. CC[n+]1c(C)cc2c(sc3ccccc32)c1C
26. CCOC(=O)CN(C#N)c1nc(C)cc(C)n1
27. OC(c1ccccc1)(c1ccccc1)C1CCN(CCCOc2ccc(Cl)cc2)CC1
28. O=C(CC1N=C(Cc2ccccc2)NNC1=O)N/N=C/c1ccc([N+](=O)[O-])cc1 (configuration not stated)
29. CCOC(=O)[C@H]1[C@H]2COc3ccc(Cl)cc3[C@@H]2N2C(=O)[C@@H](CO)NC(=O)[C@@]12C
30. COc1ccc(N2CCN(C(=O)CN(c3cccc(Br)c3)S(C)(=O)=O)CC2)cc1

screen / no.	25	26	27	28	29	30
PRMT1 inh	-3	-1	4&4	0	-3	-2
UHRF1 binding	0	-3	1&-1	0	1	0
HTRA1 inhibitor	-1	-4	.	0	7	-6
ABHD4 inh	-1	-1	8&14	2	1	-5
LEDGF integ inh	1	-1	-2&-4	2	-2	6
TCR-CD3 inh	7	0	.	3	0	-2
Tn7 DDE FP	-5	4	4&-3	2	-5	-4
PG9 binder	1.4	1.4	.	-1.3	-0.4	-2.3
SIAE inh	8	-3	4&-2	13	-3	-24
TDP2 absorb	0	0	-1&-8	9	7	-12

31. CC1(C)Cc2cccc(OCC(=O)OCC(=O)Nc3ccccc3)c2O1
32. COC(=O)C[C@H]1C[C@@H]2c3cc(NS(=O)(=O)c4ccc(OC)cc4)ccc3O[C@@H]2[C@H](CO)O1
33. CCn1c(Nc2ccccc2Cl)nc2ccccc21
34. CCOC(=O)Cc1csc(N(C)C)n1
35. CN(C)CCC(=O)NCC1OCCc2ccccc21 (configuration not stated)
36. CCCCN1C(N)=NC[C@H]1Cc1ccc(O)cc1

screen / no.	31	32	33	34	35	36
PRMT1 inh	2	3	1	-6	-2	-1
UHRF1 binding	1	0	0	0	-1	-3
HTRA1 inhibitor	-1	-3	.	5	5	-3
ABHD4 inh	2	7	3	-4	3	4
LEDGF integ inh	0	0	-3	5	-3	0
TCR-CD3 inh	-2	-4	1	5	1	4
Tn7 DDE FP	3	-1	4	-3	-2	1
PG9 binder	0.7	-2.0	-3.0	0.2	-3.4	-1.0
SIAE inh	0	6	2	-2	3	17
TDP2 absorb	0	-4	-5	-6	-8	-5

37. CC(C)(C)CCN1CCC(CN2CCNC(=O)C2=O)CC1
38. COCCCNC(=O)CC(NS(=O)(=O)c1ccc(F)cc1)c1ccc(OC)cc1 (configuration not stated)
39. Cc1cccc(-n2ccnc2SCC(=O)Nc2nnc(C)s2)c1
40. O=C(Nc1ccc2c(c1)OCO2)c1cccc(F)c1
41. O=c1c(-c2ccc([N+](=O)[O-])cc2)coc2c(O)c(O)ccc12
42. CCOc1ccc(CNC(=O)C2CCCN(S(C)(=O)=O)C2)cc1OC (configuration not stated)
43. Cc1nn(CC(=O)N/N=C/c2ccc(F)cc2)c(C)c1[N+](=O)[O-]

screen / no.	37	38	39	40	41	42	43
PRMT1 inh	-1	-2	1	-5	38*	0	0
UHRF1 binding	-2	0	1	0	12	3	-2
HTRA1 inhibitor	7	-4	2	3	66*	7	1
ABHD4 inh	6	5	8	-5	42*	1	-5
LEDGF integ inh	4	-3	3	1	-4	2	2
TCR-CD3 inh	1	4	8	2	16	3	-1
Tn7 DDE FP	-2	-3	3	-6	-7	-7	7
PG9 binder	0.8	-2.5	-1.6	-2.0	-1.8	-0.6	1.8
SIAE inh	4	1	-9	1	-2	5	4
TDP2 absorb	0	11	4	2	-10	2	-4

7 records drawn at random from the list so far, as already listed:
42. CCOc1ccc(CNC(=O)C2CCCN(S(C)(=O)=O)C2)cc1OC (configuration not stated)
40. O=C(Nc1ccc2c(c1)OCO2)c1cccc(F)c1
43. Cc1nn(CC(=O)N/N=C/c2ccc(F)cc2)c(C)c1[N+](=O)[O-]
38. COCCCNC(=O)CC(NS(=O)(=O)c1ccc(F)cc1)c1ccc(OC)cc1 (configuration not stated)
39. Cc1cccc(-n2ccnc2SCC(=O)Nc2nnc(C)s2)c1
41. O=c1c(-c2ccc([N+](=O)[O-])cc2)coc2c(O)c(O)ccc12
37. CC(C)(C)CCN1CCC(CN2CCNC(=O)C2=O)CC1

screen / no.	42	40	43	38	39	41	37
PRMT1 inh	0	-5	0	-2	1	38*	-1
UHRF1 binding	3	0	-2	0	1	12	-2
HTRA1 inhibitor	7	3	1	-4	2	66*	7
ABHD4 inh	1	-5	-5	5	8	42*	6
LEDGF integ inh	2	1	2	-3	3	-4	4
TCR-CD3 inh	3	2	-1	4	8	16	1
Tn7 DDE FP	-7	-6	7	-3	3	-7	-2
PG9 binder	-0.6	-2.0	1.8	-2.5	-1.6	-1.8	0.8
SIAE inh	5	1	4	1	-9	-2	4
TDP2 absorb	2	2	-4	11	4	-10	0
